V1aR counter: V1a receptor agonism, counter-screen for OXTR agonists | CHO-V1R cells, Fluo-8 calcium fluorescence, agonist mode; 0% DMSO, 100% 3 nM vasopressin | activation, % at 3 µM | 320,000 tested, 0.25% active | AID 2797;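 active means activation above the mean activation of all tested compounds plus 3 SD, per screening run, cut at about 20% in these data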;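 further: signal is peak over basal fluorescence ratio across a 100 second FLIPR read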
GPR7 antag: antagonists of human GPR7 (neuropeptides B/W receptor 1). P48145. GPR7-expressing cells, fluorescence antagonist assay. inhibition, % at 4.4 µM. 290,000 tested, 1.1% active. AID 1861; in the data active means inhibition above about 16%, passing the limit was not always enough;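 further: cells stimulated with the agonist NPW; 0% = agonist with vehicle and 100% = vehicle without agonist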
PHOSPHO1 block: blocks human PHOSPHO1 phosphatase activity. recombinant PHOSPHO1, absorbance phosphatase assay. 290,000 tested, 1.1% active. Q8TCT1. inhibition, % at 13.3 µM; in the data active means inhibition above about 60%
Target sequence (Q8TCT1 whole entry, looked up): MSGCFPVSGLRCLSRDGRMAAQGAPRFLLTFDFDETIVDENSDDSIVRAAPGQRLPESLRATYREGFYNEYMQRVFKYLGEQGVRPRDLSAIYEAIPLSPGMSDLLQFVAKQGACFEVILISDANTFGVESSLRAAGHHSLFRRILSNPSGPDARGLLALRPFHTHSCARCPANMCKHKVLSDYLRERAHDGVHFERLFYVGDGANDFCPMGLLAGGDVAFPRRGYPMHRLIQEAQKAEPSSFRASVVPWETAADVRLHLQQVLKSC
NALP1 yeast inh: blocks the NALP1 inflammasome reconstituted in yeast; AID 2071; S. cerevisiae NALP1/ASC/caspase-1 growth, X-gal OD620, 72 h; inhibition, % at 10 µM; 280,000 tested, 0.61% active; in the data active means inhibition mostly above about 24%, no sharp cut-off; inactive means mostly below about 32%; further: some compounds called inactive have numbers as strong as hits
OXTR ag: human OXTR agonism; CHO-OTR cells, Fluo-8 calcium fluorescence; normalized: DMSO 0%, oxytocin 100%; 320,000 tested, 0.32% active; activation, % at 3 µM;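 active means activation above the mean of all tested compounds plus 3 SD, cutoff set per screening run, cut at about 20% in these data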;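 further: peak over basal fluorescence ratio from a 100 s FLIPR kinetic read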
Target sequence (P30559 whole entry, looked up): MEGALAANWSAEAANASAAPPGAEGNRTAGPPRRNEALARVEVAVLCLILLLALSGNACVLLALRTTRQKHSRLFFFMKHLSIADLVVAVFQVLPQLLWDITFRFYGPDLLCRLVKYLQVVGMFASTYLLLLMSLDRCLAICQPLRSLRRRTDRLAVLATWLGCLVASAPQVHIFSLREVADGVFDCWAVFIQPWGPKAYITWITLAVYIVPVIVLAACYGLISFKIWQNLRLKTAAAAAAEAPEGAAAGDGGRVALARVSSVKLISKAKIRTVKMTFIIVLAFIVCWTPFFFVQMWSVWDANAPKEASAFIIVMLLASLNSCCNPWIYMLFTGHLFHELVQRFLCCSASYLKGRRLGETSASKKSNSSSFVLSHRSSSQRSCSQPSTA
MEKK3 PB1 HTS: MEKK3-MEK5 PB1 interaction, increase or decrease | binding response (% of control), % at 10 µM | Q99759 | bead-based flow cytometry, Alexa488-MEK5 binding to MEKK3; actives lie on both sides; 0 = blocked by unlabeled MEK5, 100 = vehicle | 290,000 tested, 1.4% active | AID 1529;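 active means binding response more than 3 SD above or below the average of its plate-row segment, actives on both sides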;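 further: Alexa488 bead fluorescence after subtracting the streptavidin-only scavenger bead signal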
GalR3 antag: antagonists of human GalR3. O60755. HEK293 GalR3-CNG cAMP membrane potential fluorescence; galR3 body fused to GalR1 C-terminus. inhibition, % at 3 µM. 360,000 tested, 0.44% active;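 active means inhibition above the screen-wide average plus 3 SD, cut at about 13% in these data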;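 further: forskolin and galanin both at EC90 stimulate the cells; cAMP rise reported by CNG channel membrane potential dye signal; 0% = forskolin plus galanin with DMSO and 100% = forskolin alone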
Target sequence (O60755 1-299 limits assumed): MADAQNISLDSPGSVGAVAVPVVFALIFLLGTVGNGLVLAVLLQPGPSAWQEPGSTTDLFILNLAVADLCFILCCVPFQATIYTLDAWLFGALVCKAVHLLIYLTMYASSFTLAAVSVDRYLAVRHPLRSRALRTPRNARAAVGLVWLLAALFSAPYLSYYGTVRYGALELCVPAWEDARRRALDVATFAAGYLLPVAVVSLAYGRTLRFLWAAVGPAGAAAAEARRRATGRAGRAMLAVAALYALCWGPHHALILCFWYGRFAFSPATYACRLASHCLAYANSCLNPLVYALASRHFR
MEKK2 mut-MEK5: signal of MEK5 binding to mutant human MEKK2 PB1 domain. bead flow cytometry, Alexa488-MEK5 binding to MEKK2 mutant. percent response, % at 10 µM. 290,000 tested, 0.35% active. AID 1530; in the data active means percent response above about 24%, passing the limit was not always enough; further: inactives centre near 1; some results filed as inactive read as strong as hits; reference of the scale not given here
MEKK2wt PB1 HTS: raises or lowers MEK5 binding to wildtype human MEKK2 PB1 domain; 290,000 tested, 1.1% active; binding response (% of control), % at 10 µM; bead flow cytometry, Alexa488-MEK5 binding to MEKK2 WT; actives lie on both sides; Q9Y2U5; in the data active means binding response below about 67% or above about 130%
The depositor's hits bear a star; . = not tested or not shown; [ ] = dose if it differs, or a comment.

SMILES | V1aR counter | GPR7 antag | PHOSPHO1 block | NALP1 yeast inh | OXTR ag | MEKK3 PB1 HTS | GalR3 antag | MEKK2 mut-MEK5 | MEKK2wt PB1 HTS
Nc1c(-c2ccccc2)c(CSc2nc3ccccc3[nH]2)nn1-c1ccc(Cl)cc1 | -0.4 | -21.9 | 8.7 | 20.0 | -1.8 | 98.0 | -7.0 | -1.0 | 103.0
CCOCCCn1c(=S)[nH]c2cc(C(=O)N3CCN(c4ccccc4)CC3)ccc2c1=O | 0.1 | -15.6 | 39.9 | -30.3 | -0.9 | 103.0 | 4.4 | 4.0 | 108.0
Cc1ccc(-n2nnc3c(=O)n(Cc4ccccn4)cnc32)cc1C | 0.4 | 0.7 | 7.3 | -3.4 | 0.3 | 109.0 | -1.1 | 175.0* | 97.0
O=C(CSc1nnc(CNC(=O)c2ccco2)o1)Nc1ccc(F)cc1F | 1.0 | -14.5 | 43.5 | -14.1 | 0.8 | 102.0 | -8.9 | 3.0 | 103.0
CCCCN(C)C(=O)CSc1nc(NCc2ccc(OC)cc2)c2ccccc2n1 | -1.2 | 1.0 | 20.9 | 6.5 | -2.0 | 81.0 | -8.2 | -11.0 | 86.0
CC1(C)CC(=O)C2=C(C1)N(c1ccccc1C#N)C(N)=C(C#N)C2c1cccs1 (configuration not stated) | -1.0 | -8.3 | 19.1 | 19.3 | -1.5 | 104.0 | -4.6 | 3.0 | 98.0
Cc1ccc(-n2nc3c(=O)n(CCCC(=O)NCc4ccc(C)o4)nc(C)c3c2C)cc1 | -0.3 | 5.6 | 12.6 | -6.8 | -1.5 | 100.0 | -8.7 | 2.0 | 97.0
CCCN1CCN(C(=O)Cn2nc(C)n3c(cc4sccc43)c2=O)CC1 | -0.1 | -10.7 | -13.4 | 5.6 | 0.5 | 103.0 | 1.2 | 5.0 | 103.0
Cc1cc(C)cc(NC(=O)CN2CCC(NC(=O)Cc3ccccc3)CC2)c1 | 0.1 | 4.4 | 25.3 | 22.3 | -0.8 | 95.0 | -2.5 | 0.0 | 94.0
COc1ccccc1CNC(=O)CCNS(=O)(=O)c1ccc2c(c1)oc(=O)n2C | 0.1 | 19.0 | 22.3 | 7.9 | 0.4 | 103.0 | -5.8 | 2.0 | 97.0
O=C(O)c1ccccc1OC(=O)C12CC3CC(CC(C3)C1)C2 | 0.9 | -5.8 | 32.3 | 6.2 | 0.5 | 104.0 | 7.5 | 1.0 | 101.0
CCCCCSc1nc(N2CCOCC2)c2c(c1C#N)CC(C)(C)OC2 | -0.7 | -8.2 | 17.2 | 10.3 | -1.6 | 112.0 | 2.0 | 2.0 | 110.0
CCOC(=O)c1nnn(-c2nonc2-n2cccc2)c1CN1CCC(C)CC1 | -0.7 | -13.2 | 20.3 | 11.3 | -1.9 | 106.0 | -0.3 | 3.0 | 105.0
COc1ccc(C)cc1-n1nnnc1SCC1CCCCO1 (configuration not stated) | -1.3 | 9.8 | -0.8 | -1.2 | -1.4 | 91.0 | -11.0 | -1.0 | 91.0
Cc1ccc(S(=O)(=O)NCCN2CCOCC2)c(C)c1 | 1.5 | 6.2 | 2.5 | 3.9 | 0.2 | 103.0 | -9.1 | -2.0 | 108.0
O=C(CSc1ccc(-c2cccc([N+](=O)[O-])c2)nn1)N1CCCCC1 | -0.8 | -9.9 | 37.9 | -18.3 | 0.3 | 103.0 | 0.3 | 5.0 | 100.0
O=C(Nc1ccccc1)c1ccc(S(=O)(=O)NCc2cccnc2)cc1 | 4.3 | -11.3 | 39.2 | 10.4 | 5.5 | 101.0 | -9.3 | 1.0 | 99.0
Cc1ccc(Cl)cc1NC(=O)COC(=O)c1ccccc1O | 0.2 | -9.4 | 12.1 | 33.5 | -0.5 | 104.0 | -1.7 | 7.0 | 106.0
CN(C(=O)Nc1cnccc1C(F)(F)F)C1CCCCC1 | -0.2 | -14.6 | -17.2 | -6.2 | -0.3 | 98.0 | -4.8 | 7.0 | 103.0
COc1ccc2nc(NC3=NC(C(=O)Nc4ccc(C)cc4)CC(=O)N3)nc(C)c2c1 (configuration not stated) | -0.5 | -16.0 | -20.0 | 20.7 | -0.5 | 97.0 | . | 3.0 | 95.0
Cc1cc(C)c(-c2noc(C(=O)OC(C)(C)C)c2C(=O)OC(C)(C)C)c(C)c1 | 0.3 | -8.2 | 34.3 | 7.7 | -1.0 | 100.0 | -1.7 | 2.0 | 101.0
Cc1ccc(/C(N)=N/OC(=O)CCC2CCCC2)cc1 | 1.6 | 0.4 | -32.1 | -4.9 | 0.8 | 102.0 | 13.4* | 2.0 | 106.0
Cc1ccc(S(=O)(=O)N(C)c2ccc(OCC(=O)Nc3nc(-c4ccccc4)cs3)cc2)cc1 | 0.1 | -1.2 | -32.5 | 16.9 | -0.5 | 99.0 | -5.4 | 1.0 | 102.0
COc1ccc(C(C(=O)NCC2CCCO2)N(C(=O)c2snc(C(N)=O)c2N)c2ccccc2)cc1OC (configuration not stated) | . | -6.9 | 26.6 | 12.3 | . | 102.0 | -5.7 | -1.0 | 100.0
COc1cccc(C2=NOC(C(=O)Nc3cccnc3)C2)c1 (configuration not stated) | 4.4 | -1.7 | 10.5 | 20.1 | 1.8 | 104.0 | -5.6 | 9.0 | 104.0

Reprinted from the part before: two compounds; new compounds follow.
SMILES | V1aR counter | GPR7 antag | PHOSPHO1 block | NALP1 yeast inh | OXTR ag | MEKK3 PB1 HTS | GalR3 antag | MEKK2 mut-MEK5 | MEKK2wt PB1 HTS
COc1ccc(C(C(=O)NCC2CCCO2)N(C(=O)c2snc(C(N)=O)c2N)c2ccccc2)cc1OC (configuration not stated) | . | -6.9 | 26.6 | 12.3 | . | 102.0 | -5.7 | -1.0 | 100.0
COc1cccc(C2=NOC(C(=O)Nc3cccnc3)C2)c1 (configuration not stated) | 4.4 | -1.7 | 10.5 | 20.1 | 1.8 | 104.0 | -5.6 | 9.0 | 104.0
O=C(N/N=C/CCc1ccccc1)c1ccc(CN2c3cccc4cccc(c34)S2(=O)=O)cc1 | 3.3 | -5.0 | 4.9 | 19.3 | -0.2 | 106.0 | 1.0 | -1.0 | 103.0
CCOc1cc(C2C(C(C)=O)=C(C)Nc3ncnn32)ccc1O (configuration not stated) | 1.1 | 1.9 | 19.9 | 16.5 | -0.4 | 101.0 | . | 3.0 | 102.0
O=C(CN1CCOCC1)Nc1nc(-c2ccc3c(c2)CCN3S(=O)(=O)c2ccccc2)cs1 | 4.3 | 3.6 | -22.6 | 20.7 | 3.9 | 2.0*[inhibitor] | 1.5 | -26.0 | 3.0*[inhibitor]
CCOC(=O)CC(/C(C)=N\O)c1ccccc1 (configuration not stated) | -0.8 | -6.4 | -4.1 | 7.1 | 0.1 | 98.0 | 4.3 | -2.0 | 96.0
Cc1cc2nc(CCl)cc(=O)n2[nH]1 | 1.1 | 5.9 | 24.3 | -6.6 | 0.4 | 98.0 | -7.8 | -7.0 | 94.0
COc1ccc(C(=O)NCC(=O)N2CCC3(CC2)NCCc2[nH]cnc23)cc1 | 0.8 | 3.9 | 29.3 | 24.0 | 1.4 | 99.0 | 1.5 | -9.0 | 95.0
O=C(OCCN1CCN(c2ncc(C(F)(F)F)cc2Cl)CC1)c1ccc(Cl)cc1 | 11.0 | -12.3 | -11.3 | 37.7 | -0.1 | 104.0 | -4.4 | 12.0 | 109.0
Cc1cc(C(=O)NCCCn2ccnc2)sc1-c1ccccc1 | 0.6 | 0.4 | 10.6 | -12.5 | 0.6 | 96.0 | 5.0 | -1.0 | 109.0
N#Cc1ccc(Cn2c(=O)c(C#N)c3n(c2=O)CCC3)cc1 | 0.0 | -12.7 | 2.6 | 17.4 | 0.1 | 0.0*[inhibitor] | -0.6 | -21.0 | 0.0*[inhibitor]
OCCC1CN(C2CCN(c3ccccc3)CC2)CCN1Cc1ccc(F)c(F)c1 (configuration not stated) | 7.0 | 3.0 | 36.3 | 10.7 | 3.3 | 99.0 | -5.6 | -6.0 | 94.0
CCn1c(=O)c2ccccc2n2c(SCC(=O)NCc3cccs3)nnc12 | -0.5 | -8.1 | -29.9 | 20.3 | -0.1 | 101.0 | -2.3 | -1.0 | 102.0
CSc1nc(Cc2ccccc2)nc2ccccc12 | -0.8 | 5.3 | 1.7 | 5.0 | -2.1 | 98.0 | -2.0 | -1.0 | 96.0
O=C(O)C1CCCN(S(=O)(=O)c2ccccc2)C1 (configuration not stated) | 1.3 | -9.8 | 5.8 | 12.1 | 0.3 | 101.0 | -3.3 | -4.0 | 101.0
COc1ccc(OC)c(NC(=O)C(=O)NNC(=O)C23CC4CC(CC(C4)C2)C3)c1 | 12.5 | -4.1 | 3.7 | -6.8 | 5.1 | 99.0 | -4.9 | -1.0 | 99.0
Cc1c(NC(=O)CSc2nnnn2-c2ccc(C(=O)O)cc2)c(=O)n(-c2ccccc2)n1C | 1.4 | 4.3 | 24.8 | -10.3 | 0.1 | 94.0 | -4.4 | 1.0 | -12.0*
COc1ccc(CNc2nc3nc(C)c(Cl)c(C)n3n2)cc1OC | 1.7 | 13.9 | . | . | 1.1 | 97.0 | -1.5 | -5.0 | 94.0
COC(=O)Cc1ccc(NC(=S)NCCSc2ccc(C)cc2)cc1 | 5.3 | -20.2 | 39.4 | 12.9 | -0.9 | 106.0 | -4.3 | 2.0 | 103.0
COc1ccc2cc(C#N)c(N3CCN(C(=O)c4ccccc4C)CC3)nc2c1 | 4.8 | 1.0 | 35.9 | 10.0 | 3.1 | 103.0 | -5.6 | 1.0 | 99.0
COc1ccc(-n2c(=O)[nH]c3cc(C(=O)NCCc4ccc(OC)c(OC)c4)ccc3c2=O)c(OC)c1 | . | -1.2 | 23.9 | 12.8 | . | 99.0 | -6.9 | -3.0 | 100.0
O=C(CSc1nc2cc(Cl)ccc2o1)Nc1ccc(N2CCOCC2)cc1 | 2.5 | -9.8 | -2.7 | 10.9 | 3.7 | 95.0 | . | 4.0 | 98.0
Cc1c(NC(=O)c2cc(-c3ccc4c(c3)OCO4)on2)c(=O)n(-c2ccccc2)n1C | -0.7 | -6.9 | -10.0 | -2.3 | -0.4 | 95.0 | 2.3 | 6.0 | 100.0
O=C(C=C1CCN(c2ncc(C(F)(F)F)cc2Cl)CC1)NNC(=O)Nc1ccccc1 | -0.9 | 1.5 | 9.9 | -8.1 | 0.7 | 100.0 | -4.4 | -5.0 | 99.0
Cc1onc(-c2ccccc2Cl)c1C(=O)NC(=S)Nc1ccc(C(C)(C)C)cc1 | 0.6 | -35.2 | 18.8 | . | -0.8 | 106.0 | -5.7 | -2.0 | 98.0
COc1ccc(CNS(=O)(=O)c2ccc(-c3ccc(=O)[nH]n3)o2)cc1 | -0.8 | -4.3 | 12.1 | 8.5 | 0.0 | 101.0 | 1.9 | 7.0 | 102.0
Cc1nc2ccccc2c(=O)n1NC(=O)c1ccco1 | 0.6 | -3.9 | 1.5 | 6.7 | 0.8 | 93.0 | -4.8 | 2.0 | 100.0
CC1(C)CC(=O)C(C(C2=C(O)CC(C)(C)CC2=O)c2ccco2)C(=O)C1 (configuration not stated) | 1.3 | -4.0 | 21.5 | -2.5 | 0.8 | 106.0 | 2.0 | 2.0 | 105.0

Compound profiles (already shown). Order of screens: V1aR counter, GPR7 antag, PHOSPHO1 block, NALP1 yeast inh, OXTR ag, MEKK3 PB1 HTS, GalR3 antag, MEKK2 mut-MEK5, MEKK2wt PB1 HTS
Listed for Cc1cc2nc(CCl)cc(=O)n2[nH]1 : 1.1, 5.9, 24.3, -6.6, 0.4, 98.0, -7.8, -7.0, 94.0
Listed for Cc1cc(C(=O)NCCCn2ccnc2)sc1-c1ccccc1 : 0.6, 0.4, 10.6, -12.5, 0.6, 96.0, 5.0, -1.0, 109.0

Compounds as they come. About 5.4% of those tested had a hit in this group.
